All columns: NCI-60 one-dose screen, growth in % after 48 h at 10 µM unless noted; 100 = growth as untreated, 0 = no growth, -100 = all killed.
OVCAR-3: OVCAR-3 ovarian cancer; 79,000 compounds, 7% hits; AID 1794787
SK-OV-3: SK-OV-3 ovarian cancer cells; 80,000 compounds, 3.2% hits
PC-3: PC-3 prostate cancer cells | 80,000 compounds, 3.9% hits | AID 1794754
IGROV1: IGROV1 ovarian cancer | 79,000 compounds, 4.7% hits
OVCAR-5: OVCAR-5 ovarian cancer; 82,000 compounds, 2.9% hits
OVCAR-4: OVCAR-4 ovarian cancer cells; AID 1794784; 80,000 compounds, 3.7% hits
DU-145: DU-145 prostate cancer; 81,000 compounds, 4.2% hits; AID 1794760
OVCAR-8: OVCAR-8 ovarian cancer; 81,000 compounds, 4.4% hits; AID 1794782
Starred values were filed as active, the others as inactive; nt = no result given. How the source made its calls: active means growth percent below 10; inactive means the rest. Not a hit list. Share with any hit: about 10%.

SMILES	OVCAR-3	SK-OV-3	PC-3	IGROV1	OVCAR-5	OVCAR-4	DU-145	OVCAR-8
COc1cc(/C=N/NC(=O)c2ccccc2Nc2ccnc(C(F)(F)F)c2)ccc1O	108.5	98.9	110.9	122.8	116.1	nt	130.0	100.5
COc1cccc(COC(C)OCC(C)C)c1OC (stereo unspecified)	nt	99.2	101.6	100.5	102.2	107.2	108.8	101.5
Cc1ccc2c(n1)C(=O)C(Br)=C(c1ccc([N+](=O)[O-])cc1)C2=O	85.1	80.7	75.9	82.4	109.8	71.6	100.6	87.8
COc1ccc(Nc2nnc(-c3csc(N)n3)s2)c(OC)c1	nt	113.4	111.4	112.9	118.1	104.4	115.1	105.8
COc1cc(/C=C/c2nc3ccccc3c(=O)n2-c2ccc(C#Cc3ccc(C(C)(C)C)cc3)cc2C)cc(OC)c1OC	111.8	112.0	77.6	97.7	114.9	104.6	116.6	114.6
Brc1cc2ccccc2s1	103.5	101.4	100.3	104.1	101.2	95.3	105.6	97.1
COc1ccc(C(=O)N2NC(=O)/C(=C/c3c(C)nn(-c4ccccc4)c3Cl)N=C2c2ccccc2)cc1	89.7	109.5	80.0	95.0	97.1	84.2	98.9	92.8
COc1ccc(C(=O)/C=C/c2ccc(C)cc2)cc1S(=O)(=O)Nc1cccnc1	76.3	99.1	83.4	93.7	102.3	81.5	84.4	89.0
Nc1ccc2[nH]c(-c3ccccc3)cc(=O)c2c1	64.3	98.1	74.1	95.5	94.8	111.5	101.5	97.4
O=C(Cc1ccc(F)c(Cl)c1)Nc1cc(C2(C(F)(F)F)CC2)nn1Cc1ccccc1	63.4	-13.1*	86.8	62.2	91.4	75.0	89.8	25.3
COc1ccc(C(Nc2ccccc2)C(=O)c2ccccc2)cc1 (stereo unspecified)	92.1	89.3	63.3	83.5	89.3	79.3	95.2	91.2
CCCCCCCCCCCCCCCC(=O)OC[C@H](CSC[C@H](N)C(=O)N[C@@H](CO)C(=O)OC)OC(=O)CCCCCCCCCCCCCCC	nt	96.1	74.5	104.2	106.4	97.3	97.6	100.8
CC12CC[C@@H]3[C@]4(C)COC(c5cc(F)cc(F)c5)O[C@@H]4CC[C@@]3(C)[C@@H]1CC(C1=CCOC1=O)O2 (stereo partly specified)	76.6	59.3	35.2	69.9	84.3	66.4	79.1	67.6
CC(=O)c1cc([N+](=O)[O-])ccc1O	120.8	112.2	102.8	119.2	113.5	nt	122.3	110.3
COc1cc([N+](=O)[O-])c(S(=O)(=O)O)cc1NS(=O)(=O)c1ccc(C)cc1	110.9	106.0	100.5	97.4	100.2	108.7	105.3	107.6
COc1ccc2c(c1)C(=O)C1(CC2)OC1c1cccnc1 (stereo unspecified)	98.6	115.5	101.5	116.4	106.6	104.4	111.8	109.0
NC[C@H]1O[C@@H](n2cnc3c(=O)[nH]c(N)nc32)[C@H](O)[C@@H]1O	107.7	nt	100.7	102.7	92.6	105.4	108.4	101.7
CC(=O)Oc1cc2c(cc1[N+](=O)[O-])OCO2	99.0	87.4	71.6	105.3	97.8	102.7	102.9	94.3
O=C(CSc1nc2ccccc2c(=O)n1-c1ccc(Cl)cc1)Nc1ccc(-c2nc3ccc([N+](=O)[O-])cc3[nH]2)cc1	19.4	40.2	-14.9*	64.2	92.6	-12.1*	44.2	-87.5*
O=C(CCN1C(=O)/C(=C/c2ccccc2)SC1=S)NCCN1CCOCC1	101.8	86.3	nt	94.2	100.8	91.0	101.2	98.3
CCN(CC)c1ccc(-c2nc3c4ccccc4c4ccccc4c3o2)c(O)c1	89.7	101.1	79.7	80.8	112.2	104.6	90.9	85.1
COc1cc(OC)c(OC)cc1/C=C/C(=O)CC(=O)/C=C/c1cc(OC)c(OC)cc1OC	99.4	90.5	114.8	102.0	130.3	94.0	100.8	90.8
Cc1ccc(-c2nc3cc4nc5ccccc5nc4cc3n2CC(=O)ONN)o1	124.6	106.7	98.0	94.0	118.5	109.6	117.3	97.1
COn1cc(C(=O)c2ccc(C)cc2)c2cc(C#N)c(C#N)cc21	107.1	105.9	96.6	102.0	112.7	126.1	91.3	94.8
O=C(CN1CCCC1)Nc1nc(-c2ccc(Cl)cc2)cs1	99.6	98.5	86.9	84.4	100.3	108.4	109.6	100.7
CCOC(=O)c1c2c(c(C)n1Cc1ccccc1)-c1ncncc1CC2	106.6	112.0	nt	nt	93.9	91.8	100.1	92.5
COc1cc(-c2cc(-c3ccc(Cl)cc3)nc(N)c2C#N)cc(OC)c1OC	114.1	86.1	83.3	96.8	77.7	112.1	93.5	83.1
CCCCCN1C(=O)/C(=c2\sc3n(c2=O)NC2C(N=3)N(CC)C(=O)N2CC)c2cccc(C)c21 (stereo unspecified)	nt	83.7	76.1	111.4	98.8	97.5	106.1	93.8
COc1ccc(-n2nc(C(=O)NCCC(=O)O)nc2-c2ccccc2)cc1	106.7	112.2	102.8	105.2	107.2	105.8	104.1	111.1
c1cc(NCCc2ccncc2)nc(-n2cnc3ccccc32)c1	96.2	97.2	83.0	73.1	98.0	96.7	85.7	nt
Cc1nnc2c(N3NC(=O)CC3=O)nc3ccccc3n12	110.7	85.4	95.4	91.0	97.6	108.0	109.5	94.6
O=C(Nc1ccc(Cl)cc1)OCCN1CCOCC1	119.7	99.0	92.8	123.9	99.8	103.1	116.4	102.7
CC/C=C\C[C@H]1C/C=C2/C(=O)C=C[C@@H]2C/C=C\CCCC(=O)O1	-47.3*	60.2	-42.6*	-26.7*	21.7	10.6	-10.9*	10.0*
Clc1ccc(C2=Nn3c(Cc4ccccc4)nnc3SC2)cc1	nt	107.4	102.3	97.3	94.2	100.9	108.6	96.7
C[C@H]1C=C(C[C@H](O)CCCCCCCCCC[C@@H](O)[C@H]2CCC(=O)O2)C(=O)O1	nt	93.2	91.0	59.1	94.2	112.2	106.2	93.4
O=C(CSc1nnc(-c2ccccc2)o1)Nc1nc(-c2ccccc2)cs1	91.1	66.1	80.3	72.8	92.0	91.3	109.4	93.6
COc1ccncc1C#Cc1cncc(C(=O)Nc2ccc(CN3CCN(C)CC3)c(C(F)(F)F)c2)c1	43.5	32.7	42.4	11.3	22.2	30.7	35.4	36.7
O=Cc1sc2ccccc2c1Br	103.9	88.5	90.0	86.3	99.5	100.5	100.9	97.5
COc1ccc(C2CCc3ccccc32)cc1 (stereo unspecified)	109.1	112.6	94.1	88.1	100.3	nt	106.6	96.6
CCOC(=O)NNC(=S)Nc1sc2c(c1C(=O)OCC)CCN(C(=O)OCC)C2	104.0	87.6	86.5	90.0	110.4	103.2	107.4	101.9
Cc1ccnc(NC(=O)C(C)c2ccc(Nc3ccnc(C(F)(F)F)c3)cc2)c1 (stereo unspecified)	117.2	104.8	92.8	106.4	106.2	95.7	108.7	98.9
COc1ccc(CN2CCc3c(nc(N)nc3Sc3ccccc3OC)C2)c(OC)c1	88.9	113.4	69.0	86.6	102.5	82.7	105.4	69.3
CCOC(=O)/C(O)=C(/C=N/C(=S)Nc1c(CC)cccc1CC)C(=O)OCC	101.7	97.1	91.3	110.8	110.8	75.4	nt	101.2
CC(=O)OCC(COC(C)=O)C(C)=O	104.5	105.5	93.9	105.8	97.7	nt	111.7	101.8
CCC[S+](CCC)CC(=O)c1ccc(-c2ccccc2)cc1	107.0	94.1	85.5	101.3	110.3	112.6	105.5	97.6
CCCCC[n+]1ccc(SCC(=O)N(C)c2ccc(Cl)cc2)c2ccccc21	114.2	105.4	99.8	114.9	108.3	104.2	106.8	98.9
CN1CCc2c(sc3nc4n(-c5ccc(Cl)cc5)c(=O)c(=O)[nH]n4c(=O)c23)C1	117.1	93.1	nt	95.9	104.5	111.3	109.4	100.3
CNc1nc2c(s1)C(c1cc(F)ccc1F)CC(=O)N2 (stereo unspecified)	55.6	71.9	81.1	73.7	89.7	83.2	76.3	91.3
O=C1/C(=C/c2ccccc2Cl)SC(=S)N1C1c2ccccc2Oc2ccccc21	103.1	82.9	81.0	95.2	100.7	86.1	109.5	92.0
[2H]c1c([2H])n([C@@H]2O[C@H](COC(=O)C([2H])([2H])[2H])[C@@H](OC(=O)C([2H])([2H])[2H])[C@H]2OC(=O)C([2H])([2H])[2H])c(=O)[nH]c1=O	110.5	87.0	101.3	110.8	103.8	112.9	117.9	107.0
C=C(C)CN(CC(=C)C)C(=N)OCC1CCCO1 (stereo unspecified)	111.0	nt	92.9	110.2	100.4	111.5	112.0	108.6
O=Cc1c(OCc2cnnn2CC(=O)Nc2ccccc2)ccc2ccccc12	102.9	nt	101.6	95.5	120.0	99.8	99.9	97.4
COCCCN1CC(O)=C(c2nc(-c3ccc(C)cc3)cs2)C1=N	111.8	119.7	94.3	54.4	97.6	150.4	102.5	95.2
CCCSc1nc(Oc2ccc(/C=C3/SC(=O)NC3=O)cc2)c(C#N)c(-c2ccc(OC)cc2)n1	nt	113.2	82.2	105.7	106.8	87.9	105.0	99.0
COc1ccc2[nH]c(O)c(C(=Nc3ccc(N(C)C(=O)CN4CCN(C)CC4)cc3)c3ccccc3)c2c1	75.9	5.8*	56.6	22.5	49.2	47.1	27.7	43.9
Cc1[nH]c(C)c(Cl)c(=O)c1Cl	127.5	95.8	102.5	103.1	102.2	109.4	121.2	106.7
FC(F)(F)c1cc(CNc2ncc(Br)c(Cl)n2)cc(C(F)(F)F)c1	120.2	92.5	92.2	91.7	102.1	102.4	106.8	100.7
COc1ccc2nc(-c3ccc(OC)c(OC)c3)cc(-c3nnc(SCC(=O)c4ccccc4)o3)c2c1	106.1	107.2	75.5	109.0	100.3	93.7	107.4	88.6
CN(C)CCOC(=O)Nc1nc2ccc(Sc3ccccc3)cc2[nH]1	22.8	33.6	28.0	44.9	59.8	73.4	27.2	39.4
CC(C#N)NCc1ccccc1 (stereo unspecified)	113.4	103.4	92.0	108.3	115.1	119.1	109.7	100.0

Other results:
SMILES	OVCAR-3	SK-OV-3	PC-3	IGROV1	OVCAR-5	OVCAR-4	DU-145	OVCAR-8
Cc1ccc(-c2cnc3sc(C(=O)NCCc4ccccc4)c(C)n23)cc1	79.4	84.6	81.7	80.5	98.5	67.0	99.1	96.9
COC(=O)C(Cc1ccccc1OC)c1ccccc1 (stereo unspecified)	108.7	103.2	83.9	96.9	101.8	109.6	110.7	99.0
O=C(Nc1ccccc1)Nc1ncnc2c1ncn2-c1cccnc1	99.0	108.4	105.6	105.1	107.9	113.2	100.4	109.9
Cc1nc2c([N+](=O)[O-])c(Cl)c(Cl)cc2n1Cc1ccc(B2OC(=O)CN(C)CC(=O)O2)cc1	108.4	90.3	75.3	70.4	69.0	74.7	101.0	82.9
Cc1ccc(NC(=O)c2ccc(CN3CCOCC3)c(C(F)(F)F)c2)cc1Oc1ccc(-c2[nH]nc3ncnc(N)c23)cc1	93.2	71.6	43.4	74.2	72.0	72.7	76.9	70.9
O=C(Nc1c[nH]c(=O)[nH]c1=O)OCc1ccccc1	112.6	107.3	99.1	109.9	101.8	104.4	108.0	104.8
COc1cccc(N2CCN(c3cccc(C)n3)CC2)c1	87.5	107.1	99.6	-11.8*	96.5	116.3	105.7	87.1
Cc1ccc(-c2cc3nc(-c4ccc(C)cc4)nc(C(Cl)Cl)n3n2)cc1	60.9	nt	80.0	95.9	107.5	93.9	85.5	95.1
COc1cc(C)ccc1Oc1nc(Nc2ccc(N3CCOCC3)cc2)ncc1N=Cc1cc(Cl)cc(Cl)c1	88.0	60.2	63.1	43.0	71.2	83.3	81.1	76.5
COC(=O)[C@]12CC[C@@H](C(C)=O)[C@@H]1[C@H]1CC[C@@H]3[C@@]4(C)C/C(=C/c5cccnc5)C(=O)C(C)(C)[C@@H]4CC[C@@]3(C)[C@]1(C)CC2	49.0	93.7	24.4	85.8	114.3	26.7	68.8	38.7
COc1ccc(/C=C2\SC(=O)N(Cc3cc4ccccc4nc3Cl)C2=O)cc1OC	111.6	138.0	87.9	113.6	112.1	101.4	107.7	116.0
CCOC(Cn1cc([N+](=O)[O-])c(=O)[nH]c1=O)OCC	119.6	102.2	110.3	128.9	130.2	112.7	121.3	110.6
CCC/C=C(\C)C(C#N)CC (stereo unspecified)	102.9	100.4	101.0	106.2	105.9	111.2	110.7	96.3

High-throughput results: PubChem BioAssay, NCI
